Screens from PubChem BioAssay.
V1R ag counter – V1a receptor agonism, counter-screen for OXTR agonists; P37288; CHO-V1R cells, Fluo-8 calcium fluorescence, agonist mode; 0% DMSO, 100% 3 nM vasopressin; activation, % at 3 µM; 320,000 compounds, 0.25% hits; AID 2797;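 active = activation above the mean activation of all tested compounds plus 3 SD, per screening run, cut at about 20% in these data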;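 also: signal is peak over basal fluorescence ratio across a 100 second FLIPR read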
TAAR1 agonist – human TAAR1 agonism. Q96RJ0. CHO RD-HGA16 TAAR1, Fluo-8 calcium fluorescence; vehicle wells 0%, saturating PEA agonist 100%. activation, % at 3 µM. 360,000 compounds, 0.99% hits;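 active = activation above the mean activation of all test compounds in the run plus 3 SD, cut at about 38% in these data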
Target sequence (Q96RJ0 whole entry, looked up): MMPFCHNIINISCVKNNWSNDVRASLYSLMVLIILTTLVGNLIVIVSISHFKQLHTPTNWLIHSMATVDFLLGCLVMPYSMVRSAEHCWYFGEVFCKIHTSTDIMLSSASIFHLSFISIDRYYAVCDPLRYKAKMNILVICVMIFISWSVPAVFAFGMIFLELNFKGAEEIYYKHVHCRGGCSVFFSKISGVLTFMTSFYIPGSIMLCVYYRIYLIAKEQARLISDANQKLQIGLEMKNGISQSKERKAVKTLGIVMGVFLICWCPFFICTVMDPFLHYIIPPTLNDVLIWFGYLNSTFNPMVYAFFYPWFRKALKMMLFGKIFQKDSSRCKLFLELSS
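Test system: RD-HGA16 (CHO) cells co-expressing Gα16 and hTAAR1; dosing: one-point dosing at 3 µM (nominal); timing: 17-24 h seeding, 75 min 37 °C dye, 30 min RT; signal: kinetic Fluo-8 calcium fluorescence; read-out basis: % activation relative to PEA EC100 response; controls: DMSO and PEA EC100; replicates: n 1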
CHO-K1 Ca antag – nonselective inhibitor or artifact in parental CHO-K1 cells; ATP-induced calcium, Fluo-8 fluorescence; inhibition, % at 3 µM; 360,000 compounds, 0.6% hits; AID 602250;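 active = inhibition above a per-plate cutoff, the plate's mean sample inhibition plus 3 SD, cut at about 24% in these data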;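 also: 0% = DMSO plus EC80 ATP and 100% = DMSO alone without ATP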
CHO parental Ca – signal in parental CHO cells, OX1R antagonist counter-screen; parental CHO-K1, ATP-induced calcium, Fluo-8 fluorescence; inhibition, % at 5.6 µM; 330,000 compounds, 0.63% hits; AID 463079;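 active = inhibition above that plate's mean sample inhibition plus 3 SD, cut at about 26% in these data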;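 also: 0% = ATP-challenged DMSO wells and 100% = DMSO wells without ATP; some compounds past the cut are filed as inactive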
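Assay system: untransfected parental CHO cell line. Also added: ATP agonist challenge. Dosing: one dose, 5.6 µM nominal. Measured by: Fluo-8 fluorescence. Read-out: % inhibition. Benchmarks: ATP wells versus no-ATP DMSO wells. Repeats: no replicates.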
M1 ag – activates human CHRM1 receptor. 360,000 compounds, 0.33% hits. AID 588814. activation, % at 3 µM. CHO-K1 hM1, Fluo-8 calcium fluorescence, agonist mode; 0% DMSO, 100% acetylcholine EC100;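 active = activation above the run's mean compound activation plus 3 SD, cut at about 16% in these data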;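 also: peak over basal fluorescence ratio within a 140 s kinetic read after compound addition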
Target sequence (P11229 whole entry, looked up): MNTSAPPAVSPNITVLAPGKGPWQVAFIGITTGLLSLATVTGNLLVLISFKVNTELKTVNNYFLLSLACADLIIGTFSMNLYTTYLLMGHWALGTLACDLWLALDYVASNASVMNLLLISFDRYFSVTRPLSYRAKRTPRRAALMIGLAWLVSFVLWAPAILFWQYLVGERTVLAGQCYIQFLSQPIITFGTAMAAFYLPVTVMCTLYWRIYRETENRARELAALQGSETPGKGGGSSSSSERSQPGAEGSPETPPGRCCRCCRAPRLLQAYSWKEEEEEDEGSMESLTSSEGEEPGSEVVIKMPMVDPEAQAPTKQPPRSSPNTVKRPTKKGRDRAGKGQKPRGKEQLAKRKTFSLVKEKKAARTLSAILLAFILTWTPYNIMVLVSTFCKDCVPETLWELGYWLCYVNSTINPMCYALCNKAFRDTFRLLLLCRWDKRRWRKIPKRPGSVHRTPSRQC
OXTR potentiator – potentiators of human oxytocin receptor | P30559 | CHO-OTR cells, Fluo-8 calcium fluorescence, potentiator mode; 0% = oxytocin EC15, 100% = EC100 | activation, % at 3 µM | 320,000 compounds, 0.061% hits | AID 2445;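 active = activation above that plate's cutoff, the mean activation of tested compounds plus 3 SD, cut at about 6.6% in these data, passing the limit was not always enough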;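 also: 100% uses oxytocin at 75 nM as the full agonist control; some results filed as inactive read as strong as hits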
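Assay system: CHO-OTR cells, human receptor / Also added: oxytocin at about EC15, sub-maximal agonist stimulus / Dosing: single dose, 3.0 µM nominal final compound concentration / Incubation: 6 min pre-incubation, 100 s read / Technique: Fluo-8 calcium dye fluorescence / Read-out: % activation vs EC15 and EC100 oxytocin / Benchmarks: EC15 oxytocin low, 75 nM oxytocin high / Replicates: singlicate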
CHO-K1 Ca ag – counter-screen for M1 agonists: effect in parental CHO-K1 cells; Fluo-8 calcium fluorescence; scaled to maximal ATP response, vehicle zero; activation, % at 3 µM; 360,000 compounds, 0.48% hits; in the data active = activation above about 15%;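 also: untransfected CHO-K1 host cells lacking M1 receptor as counterscreen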
TAAR1 antagonist – antagonists of human TAAR1; Q96RJ0; CHO RD-HGA16 TAAR1, Fluo-8 calcium fluorescence, antagonist; inhibition, % at 3 µM; 360,000 compounds, 1.5% hits; AID 624466;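 active = inhibition above a per-plate cutoff, the mean inhibition of test compounds on that plate plus 3 SD, cut at about 49% in these data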;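 also: 0% = DMSO plus EC80 beta-PEA response and 100% = DMSO alone without agonist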
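Material: RD-HGA16 CHO cells with stable hTAAR1 and Gα16; Dosing: single nominal final test compound concentration of 3 µM; Schedule: seeding 17-24 h prior, 75-min 37 °C, 30-min RT dye loading; Detection: kinetic Fluo-8 calcium fluorescence measurement; Measure: % inhibition from peak post-agonist over basal fluorescence ratio; Benchmarks: vehicle and agonist controls.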
M1 PAM parental – counter-screen for M1 PAMs: effect in parental CHO-K1 cells; activation, % at 3 µM; 360,000 compounds, 0.02% hits; AID 602247; ATP EC20, Fluo-8 calcium fluorescence; 0% at ATP EC20, 100% at ATP max;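 active = activation above the run cutoff, the mean activation of all test compounds plus 3 SD, cut at about 40% in these data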;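 also: peak over basal fluorescence ratio in a 140 s read after ATP addition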
* marks the source's active call; other numbers are inactive results; . = no result given.

entry	Molecule	TAAR1 agonist	OXTR potentiator	V1R ag counter	M1 PAM parental	CHO-K1 Ca ag	CHO-K1 Ca antag	CHO parental Ca	TAAR1 antagonist	M1 ag
1	Cc1nn(-c2ccccc2)c(C)c1/C=C/C(=O)OC(C)C(=O)Nc1ncc(Cl)cc1Cl (configuration not stated)	-3.5	-2.4	-1.1	18.7	-0.1	-13.6	-25.1	3.0	-8.8
2	COc1ccc(-c2csc(NC(=O)c3ccccc3F)n2)cc1	0.2	-11.1	1.4	-13.0	0.8	3.7	-18.6	-7.0	-3.1
3	COCCn1c(CN2CCC(Cc3ccccc3)CC2)nc2c1c(=O)n(C)c(=O)n2C	1.6	-4.5	2.2	-10.1	1.1	19.3	-14.1	8.3	-3.4
4	CCc1ccc(NC(=O)c2cccc(C(=O)Nc3ccc(CC)cc3)n2)cc1	1.2	-12.9	2.2	2.2	0.6	-3.9	-4.6	-14.4	-2.4
5	Cc1ccc(-n2[nH]c(C)c(/C=N/c3cccc(C)n3)c2=O)cc1	-0.6	3.5	0.7	5.1	0.1	-0.7	-6.5	-9.0	-3.8
6	Cc1nn(-c2ccccc2)c(C)c1Cc1ccc(O)cc1	4.6	-18.1	6.7	-5.4	9.7	2.5	5.4	5.1	-0.8
7	CCOc1ccccc1C1N=C(c2ccc(OC)cc2)CC(c2ccccc2O)N1 (configuration not stated)	1.3	2.5	2.9	11.2	1.6	-6.5	6.2	-33.6	-1.8
8	COc1ccc(NC(=O)CN(C)C(=O)c2ccc(OCc3ccccc3)c(OC)c2)cc1	0.5	-5.6	-0.7	2.3	0.9	-3.9	0.3	12.2	-0.8
9	CCO[C@@H]1OC(C(=O)N2CCN(Cc3ccc4c(c3)OCO4)CC2)=C[C@H](c2coc3ccccc3c2=O)[C@H]1CCCO	10.3	-12.2	0.6	-12.7	0.9	8.1	-15.4	-0.2	-6.8
10	Cc1cc(C)cc(C(=O)NCCC(=O)N2CCC3(CC2)NCCc2[nH]cnc23)c1	16.8	-5.4	0.6	18.8	0.3	-20.9	-7.6	-39.9	-4.8
11	COc1ccc(/C=N\NS(=O)(=O)c2ccc(Br)cc2)cc1COc1ccccc1[N+](=O)[O-]	0.5	-6.8	-0.2	16.6	-0.1	-9.0	-8.5	7.7	-1.4
12	Cc1ccc(N2CC(NC(=O)C(=O)c3c(C)[nH]c4ccccc34)CC2=O)cc1C (configuration not stated)	8.2	-2.7	4.1	1.9	2.1	-0.1	-11.1	-5.0	-1.1
13	CCCOc1ccc(F)cc1-c1cc(C(=O)NCc2ccccc2)[nH]n1	0.2	.	.	2.3	0.1	-3.8	.	2.9	-6.0
14	O=C(NCc1cccc(C(F)(F)F)c1)C1CCN(c2ncccn2)CC1	4.8	-1.4	0.4	11.6	1.1	-3.8	-10.9	3.8	-7.2
15	C/C=C/C=C/C(=O)OC(C)C(=O)Nc1cc([N+](=O)[O-])ccc1OC (configuration not stated)	-3.6	-16.7	-1.3	9.5	8.7	-10.3	-0.4	-15.9	-7.2
16	O=C(O)c1cc(-c2ccccc2)nc(-c2ccccc2)c1	0.5	-1.6	2.4	-6.1	-0.3	-8.6	2.1	2.0	-3.8
17	Cc1c(NC(=O)CN2CCN(c3ccc([N+](=O)[O-])cc3)CC2)c(=O)n(-c2ccccc2)n1C	2.4	-6.1	0.2	7.5	0.6	0.1	-13.8	5.5	-5.9
18	COc1cc2ccc(C(=O)O)cc2cc1OC	-2.1	.	.	11.2	0.0	-11.0	.	-0.8	-3.5
19	O=C(CCn1c(=O)oc2ccccc21)NCc1cccs1	2.9	-8.0	0.7	14.5	0.3	-11.7	1.6	-10.3	-5.8
20	Cc1cc(-c2csc(N)n2)c(C)n1CCC(C)C	1.7	-5.2	-0.5	17.7	0.4	-10.6	-15.5	-10.9	-3.1
21	CCOc1cc(Br)ccc1S(=O)(=O)N1CC(C)OC(C)C1 (configuration not stated)	10.6	-7.1	3.3	14.2	6.2	-6.3	-12.5	-11.0	-4.9
22	O=C(COC(=O)c1ccc(NS(=O)(=O)c2ccc(Br)s2)cc1)NC1CCCC1	4.5	-7.7	1.0	17.4	6.8	-4.4	-5.2	-29.6	0.9
23	CC(C)=CCCC(C)CN1CCC(n2nccc2NC(=O)c2ccc3c(c2)OCO3)CC1 (configuration not stated)	0.9	0.9	4.2	13.7	3.9	-8.2	-27.1	-11.0	11.7
24	CCn1c(COc2ccc3ccccc3c2C)nnc1SCC(=O)Nc1cccc(C(=O)O)c1	3.4	-4.8	0.0	-15.3	-0.2	-6.5	-8.5	-17.4	0.8
25	CN1CCN(CCNC(=O)c2ccc3nc(-c4ccc(F)cc4)c(-c4ccc(F)cc4)nc3c2)CC1	8.2	-1.4	2.4	19.9	1.9	-15.2	-22.4	9.2	-5.5
26	O=C(OCCN1CCCCC1)c1cc2ccccc2o1	0.1	-11.4	0.7	12.2	0.3	-1.1	-6.9	7.3	-3.7
27	COc1cc(C)cc(C(=O)C=Cc2ccccc2)c1O	-1.1	.	.	7.2	-0.3	-7.2	.	-21.6	-4.5
28	COc1ccc(-c2ccc(C(=O)NCc3ccco3)c3occc23)c(C)c1	5.0	.	.	16.3	1.6	-8.9	.	23.0	-6.9
29	CCOc1ccc(NC(=O)CSc2nccn2C)cc1	1.1	-8.7	0.8	-9.0	-0.3	14.9	-15.9	10.0	-3.0
30	NC(=O)C1CCN(C(=O)COc2ccc3ccccc3c2)CC1	2.7	-12.3	1.8	13.6	3.0	6.9	7.8	-25.2	-3.6
31	CC(=O)Nc1ccc(S(=O)(=O)N2CCSC2c2ccc(Cl)cc2)cc1 (configuration not stated)	12.5	-18.2	7.6	5.9	2.0	7.4	-0.3	21.9	-1.0
32	COc1ccc2c(c1)cc(C(=O)N[C@@H](CCSC)C(=O)N1CCC[C@H]1C(=O)O)n2C	0.6	-1.1	0.7	-3.9	0.3	3.9	-9.8	-12.1	-1.0
33	NC(=O)c1ccc(-c2nnn(CC(=O)N(C3CCCC3)C3CCS(=O)(=O)C3)n2)cc1 (configuration not stated)	-0.6	-3.5	1.1	-3.6	0.9	-5.5	-16.8	-16.9	-4.9
34	Cc1cc(C)c(CN2CCC(n3nccc3NC(=O)C3CCOC3)CC2)cc1C (configuration not stated)	0.6	-2.1	-0.7	6.3	0.7	0.8	-4.8	-9.7	-6.1
35	CC(=O)NC12CC3CC(C1)CC(C(=O)Nc1c(C)n(C)n(-c4ccccc4)c1=O)(C3)C2	-0.2	4.5	2.3	8.1	10.6	14.5	2.3	-12.1	-2.8
36	O=C(N/N=C\c1cccc(Cl)c1)c1ccc(Cn2cccn2)o1	3.1	-7.4	0.8	8.7	0.2	-1.6	-9.9	8.9	-3.9
37	CC(=O)Nc1ccc(NC(=O)C2CCC(CNS(=O)(=O)c3cccc4nsnc34)CC2)cc1 (configuration not stated)	6.8	-8.6	-0.5	23.8	4.6	-18.6	11.7	7.9	-4.3
38	CC(=O)c1cccc(NC(=O)Cc2cccs2)c1	0.6	-7.5	-0.6	-0.5	1.1	-3.4	-6.0	13.6	-3.1
39	Cn1c(SCC(=O)Nc2ccc(N3CCOCC3)cc2)nnc1C1CC1	5.9	-6.2	1.1	13.1	0.1	-25.0	2.1	-3.1	-2.9
40	CCOc1ccccc1C(=O)N1CCN(c2cccc(Cl)c2)CC1	12.6	-0.8	1.1	7.9	3.6	-13.0	-20.4	6.8	-3.0
41	O=C(c1cccc(S(=O)(=O)N2CCN(c3ccccc3)CC2)c1)N1CCN(c2ccccc2O)CC1	-0.6	-2.8	-1.3	5.1	2.2	-6.1	-8.1	4.6	0.3
42	O=C(CCOc1ccccc1)NCc1ccccc1	-0.5	-4.2	-0.1	11.6	0.2	-1.4	3.1	7.3	-1.5
43	CC(C)c1nc(C#N)c(NN)o1	1.3	-4.5	-0.4	10.7	4.8	-9.9	6.2	21.4	-2.6
44	CC1=C(C(=O)N2CCOCC2)C(c2cc(C)cs2)NC(=O)N1 (configuration not stated)	1.3	-8.8	0.4	12.0	0.8	-1.0	2.7	-2.8	-1.6
45	CSc1nc2ccccc2n1CC(=O)Nc1c(C)cccc1C	5.0	-7.6	0.5	8.4	-0.2	-7.2	-16.1	-10.5	-2.6
46	Cc1ccc(C(=O)COc2cc(O)c3c(=O)cc(-c4ccccc4)oc3c2)cc1	1.3	-11.0	-0.1	-4.2	0.4	7.5	6.5	-0.4	-0.7
47	COc1ccc(-c2nnc(SCc3cc(C)ccc3C)n2N)cc1	7.4	0.8	0.3	19.2	0.8	-8.1	-12.9	2.0	-5.3
48	CN=C1SC(CC(=O)Nc2sc(C)c(C)c2C(=O)OC)C(=O)N1C (configuration not stated)	-2.0	-1.1	2.9	-10.4	7.7	-12.0	-12.6	5.0	-4.7

Among those listed so far, these have an aryl thioether with sulfur outside any ring.
entry	Molecule	TAAR1 agonist	OXTR potentiator	V1R ag counter	M1 PAM parental	CHO-K1 Ca ag	CHO-K1 Ca antag	CHO parental Ca	TAAR1 antagonist	M1 ag
24	CCn1c(COc2ccc3ccccc3c2C)nnc1SCC(=O)Nc1cccc(C(=O)O)c1	3.4	-4.8	0.0	-15.3	-0.2	-6.5	-8.5	-17.4	0.8
29	CCOc1ccc(NC(=O)CSc2nccn2C)cc1	1.1	-8.7	0.8	-9.0	-0.3	14.9	-15.9	10.0	-3.0
39	Cn1c(SCC(=O)Nc2ccc(N3CCOCC3)cc2)nnc1C1CC1	5.9	-6.2	1.1	13.1	0.1	-25.0	2.1	-3.1	-2.9
45	CSc1nc2ccccc2n1CC(=O)Nc1c(C)cccc1C	5.0	-7.6	0.5	8.4	-0.2	-7.2	-16.1	-10.5	-2.6
47	COc1ccc(-c2nnc(SCc3cc(C)ccc3C)n2N)cc1	7.4	0.8	0.3	19.2	0.8	-8.1	-12.9	2.0	-5.3
